Screening data as filed in PubChem.
Anthrax LF inh2 – Bacillus anthracis LF protease inhibitors, primary screen, biochemical, multiplex microsphere, MLPCN library; Lethal factor (Bacillus anthracis), P15917; multiplex microsphere protease cleavage assay; inhibition, % at 10 µM; 360,000 tested, 0.12% active; AID 588501, 2011; also: plate controls were buffer without enzyme for full effect and enzyme alone for no effect
PfHsp40 yeast – rescue of yeast from PfHsp40 toxicity, primary screen, S. cerevisiae, ATP luminescence. growth rescue, % at 12.5 µM. 340,000 tested, 0.68% active. S. cerevisiae expressing PfHsp40, growth rescue; in the data active = growth rescue above about 28%, passing the limit was not always enough; inconclusive = no clear call, values can overlap the other calls;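 also: yeast W303a lacking pdr1 and pdr3 grown in galactose medium; growth measured after three days at 30 °C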
FBA Mtb inh – Mtb FBA enzyme inhibitors, primary screen, biochemical, fluorescence, strain H37Rv; inhibition, % at 1 µM; purified M. tuberculosis FBA, fluorescence read-out; Fructose-bisphosphate aldolase (Mycobacterium tuberculosis (strain ATCC 25618 / H37Rv)), …; AID 588726, 2011; 360,000 tested, 2.3% active; in the data active = inhibition above about 27%;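 also: 0% = vehicle and 100% = reference inhibitor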
Target sequence (P9WQA3 whole entry, looked up): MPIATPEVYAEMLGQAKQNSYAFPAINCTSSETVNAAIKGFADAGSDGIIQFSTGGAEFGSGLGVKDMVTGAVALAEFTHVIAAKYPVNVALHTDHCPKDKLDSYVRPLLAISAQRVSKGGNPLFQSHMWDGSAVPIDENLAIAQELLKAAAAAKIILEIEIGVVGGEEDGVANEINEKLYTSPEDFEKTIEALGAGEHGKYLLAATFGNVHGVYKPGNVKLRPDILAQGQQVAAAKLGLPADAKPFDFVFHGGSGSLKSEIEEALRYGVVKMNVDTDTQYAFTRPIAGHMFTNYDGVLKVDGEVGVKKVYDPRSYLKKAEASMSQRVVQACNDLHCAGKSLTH
GDH-TPI counter – GDH-TPI coupling enzyme inhibitors, primary screen, artefact control for M. tuberculosis FBA inhibitor project, biochemical, absorbance, full deck; GDH-TPI coupled enzyme counterscreen, NADH absorbance; inhibition, % at 4.8 µM; 360,000 tested, 1.2% active; AID 588335, 2011; in the data active = inhibition above about 30%;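 also: 0% = DMSO wells and 100% = wells lacking the enzyme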
Mtb UGM inh – M. tuberculosis UGM enzyme inhibitors, primary screen, biochemical, fluorescence polarization, single point; UDP-galactopyranose mutase (Mycobacterium tuberculosis (strain ATCC 25618 / H37Rv)), …; purified UGM, fluorescence polarization probe displacement; inhibition, % at 10 µM; 320,000 tested, 0.06% active; AID 504406, 2011; in the data active = inhibition above about 10%, passing the limit was not always enough; inconclusive = no clear call, values can overlap the other calls
Target sequence (P9WIQ1 whole entry, looked up): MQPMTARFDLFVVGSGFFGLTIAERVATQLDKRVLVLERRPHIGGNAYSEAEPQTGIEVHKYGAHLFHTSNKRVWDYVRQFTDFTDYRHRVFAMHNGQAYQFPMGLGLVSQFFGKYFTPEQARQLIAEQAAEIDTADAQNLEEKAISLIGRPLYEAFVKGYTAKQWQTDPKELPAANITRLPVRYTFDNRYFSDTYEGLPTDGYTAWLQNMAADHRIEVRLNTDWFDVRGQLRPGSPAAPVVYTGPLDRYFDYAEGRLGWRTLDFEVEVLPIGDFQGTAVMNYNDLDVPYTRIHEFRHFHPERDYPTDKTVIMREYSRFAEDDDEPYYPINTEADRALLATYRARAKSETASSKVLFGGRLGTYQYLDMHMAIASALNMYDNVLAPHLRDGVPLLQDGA
BioA inh – M. tuberculosis BioA enzyme inhibitors, primary screen, biochemical, plate reader, single point, HTS. purified M. tuberculosis BioA enzyme. inhibition, % at 9.99 µM. 360,000 tested, 0.096% active; in the data active = inhibition above about 40%; inconclusive = no clear call, values can overlap the other calls
BoNT-F LC inh – BoNT/F light chain protease inhibitors, primary screen, biochemical, flow cytometry, MLPCN library; Botulinum neurotoxin type F light chain protease (Clostridium botulinum); Multiplex microsphere protease cleavage assay; inhibition, % at 10 µM; 360,000 tested, 0.22% active; in the data active = inhibition above about 35%, passing the limit was not always enough; inconclusive = no clear call, values can overlap the other calls; also: plate controls were buffer without enzyme for full effect and enzyme alone for no effect
BoNT A protease – BoNT/A light chain protease inhibitors, primary screen, biochemical, flow cytometry, MLPCN library; 360,000 tested, 0.17% active; inhibition, % at 10 µM; Botulinum neurotoxin type A light chain protease (Clostridium botulinum A str. ATCC 3502); multiplex microsphere protease substrate cleavage; also: plate controls were buffer without enzyme for full effect and enzyme alone for no effect
FadD28 FP inh – inhibitors of FadD28 bisubstrate probe binding, primary screen, biochemical, fluorescence polarization, single point; Mycobacterium tuberculosis FadD28 fatty-acid-AMP ligase; inhibition, % at 12.5 µM; 360,000 tested, 0.22% active; AID 588549, 2011; in the data active = inhibition above about 8.5%, passing the limit was not always enough; inconclusive = no clear call, values can overlap the other calls
* = called active by the depositor; u = inconclusive; x = not tested or not shown; & = joins results of further samples. Rule as the data show it, unless noted: active = inhibition above about 30%; inconclusive = no clear call, values can overlap the other calls; inactive = below that.

SMILES	Anthrax LF inh2	PfHsp40 yeast	FBA Mtb inh	GDH-TPI counter	Mtb UGM inh	BioA inh	BoNT-F LC inh	BoNT A protease	FadD28 FP inh
CCn1c(-c2cc(-c3cccc(OC)c3)nc3ccccc23)n[nH]c1=S	-4	5.6	-1	11	1.8	2.8	2	2.0	-3.7
S=C1NC2(CCCCCC2)N=C1c1ccccc1	3	0.1	-8	-4	1.0	0.1	0	-0.4	-4.9
O=c1[nH]cnc2c1nc(SCc1ccccc1)n2C1OC(CO)C(O)C1O (configuration not stated)	3	-0.7	1	8	-1.0	0.4	-4	0.0	-1.3
CCN(CC)c1ccc(NC(=O)CNCc2ccccc2Cl)c(C)c1	1	0.0	8	1	5.0	-1.3	-29	-3.9	-1.6
Cc1ccc(-n2nnc(-c3cccnc3Cl)n2)cc1	-2	1.9	1	10	-2.6	0.9	-4	0.1	-3.8
CC(C)CC(=O)Nc1ccc(C(=O)COC(=O)Cc2n[nH]c(=O)c3ccccc23)cc1	-2	-0.8	6	13	-1.4	-1.5	-7	-0.3	-1.9
NC(=O)c1sc2nc3c(c(-c4ccco4)c2c1N)CCCC3	-1	3.2	2	3	-0.9	7.0	4	-0.3	-0.9
Cn1c(N)c(N=Cc2ccccc2)c(=O)n(C)c1=O	0	2.2	6	-9	x	-1.7	-12	0.2	-2.7
COC(=O)c1ccc(Cl)c(-c2ccc(/C=N/NC(=O)Nc3ccccc3)o2)c1	0	-0.5	-1	6	1.1	-3.2	-13	0.1	-0.5
CCN1CCSc2ccc(C(=O)NCc3ccccc3C)cc21	1	-0.4	129*	12	-0.3	-1.2	-4	0.1	-1.2
CCN(CC)S(=O)(=O)c1cccc(-c2cn3cccnc3n2)c1	-1	0.6	181*	25	-0.4	-1.0	0	-0.7	-2.1
CCCCS(=O)(=O)N1CCCC(C(=O)Oc2ccccc2OC)C1 (configuration not stated)	-6	0.0	0	4	-0.6	-4.2	u	-2.6	-3.3
CCn1c2ccccc2c2nnc(SCC(=O)c3ccccc3)nc21	-4	-1.7	1	19	-2.9	-1.9	7	0.8	-1.3
CC(C)(C)c1ccc(OCCON2C(=O)CCC2=O)c(Cl)c1	-13	-0.8	-1	-3	1.2	3.2	8	0.2	-6.2
Oc1oc(-c2ccccc2)nc1C=Nc1cccc2ccccc12	10	0.0	15	10	1.3	-3.3	3	9.8	-2.6
COc1ccc(CCNC(=O)c2cc(Cl)nc3ccccc23)cc1	0	-1.0	-1	8	-2.0	-0.3	4	-0.2	-6.2
O=C(CSc1nnc(-c2ccco2)n1-c1ccccc1Cl)Nc1cccc(C(=O)O)c1	0	0.2	-2	-12	-0.3	1.5	4	-0.9	-4.0
O=C(NCc1ccccc1)c1cccc(S(=O)(=O)N2CCCCC2)c1	2	-0.7	1	-8	-2.1	-0.8	0	-0.1	-2.2
CCC(C)NS(=O)(=O)c1ccc(N)cc1 (configuration not stated)	-1	0.9	0	-7	-2.0	1.6	-14	-1.9	-4.2
COc1ccc(OC)c(C2=NS(=O)(=O)N(C)C(C(=O)N3CCC4(CC3)OCCO4)=C2)c1	-3	-0.4	-6	14	1.5	0.8	8	0.2	1.8
O=C(CSCC(=O)Nc1nc(-c2ccc3c(c2)OCO3)cs1)Nc1nccs1	-1	1.5	-5	5	-0.6	-1.6	-8	-0.1	-6.3
Cc1ccc2oc(C(=O)NCc3ncc(C)[nH]3)c(C)c2c1	1	-0.4	1	2	-0.8	-0.5	11	0.5	-0.4
CC(C)C(=O)Nc1cccc(C(=O)Nc2nncs2)c1	-2	0.3	0	3	-1.5	-0.7	-24	-2.1	-3.9
CN1[C@@H]2CC[C@H]1CC(OC(=O)C1C=Nc3ccccc31)C2 (some centres not stated)	7	-0.6	1	4	0.1	-0.6	2	-0.4	-1.1
CC1=C(C(=O)N2CCOCC2)CC(CC(=O)NC2CC2)C(=O)N1Cc1ccccc1 (configuration not stated)	3	x	0	14	x	x	-1	-0.2	-1.7
Following part:
SMILES	Anthrax LF inh2	PfHsp40 yeast	FBA Mtb inh	GDH-TPI counter	Mtb UGM inh	BioA inh	BoNT-F LC inh	BoNT A protease	FadD28 FP inh
OCC1CCCN(C(=S)Nc2ccc(OC(F)F)cc2)C1 (configuration not stated)	-1	-0.1	-1	0	0.8	15	-5	-0.8	-0.3
COc1ccc(OC)c(CNS(=O)(=O)c2cn(C)cn2)c1	1	-0.9	-2	-9	2.7	5.1	-2	-0.5	-2.9
O=C(c1ccoc1)N1CCC2(CC1)Oc1ccc(Cl)cc1C(=O)C21CC(c2cccnc2)=NO1 (configuration not stated)	-1	-0.5	0	14	-0.6	-1.3	-14	-0.8	-2.3
COc1ccc(C2CC(C(F)(F)F)n3nc(CO)c(Cl)c3N2)cc1OC (configuration not stated)	-1	0.8	-3	20	0.4	1.2	-2	-0.5	-2.3
COc1cccc(C(=O)c2ccccc2NC(C)=O)c1	2	x	0	-5	x	-0.7	4	0.1	-2.5
CCN(CC(=O)Nc1ccc(NC(C)=O)cc1)C(=O)c1ccc(=O)n(C)n1	-6	-0.5	-1	-5	1.7	-0.5	1	1.6	x
O=C(c1ccc(Nc2cccc(C(F)(F)F)c2)nc1)N1CCCC1	-3	-0.2	3	17	3.2	-4.8	-14	-0.3	-2.6
Cc1ccccc1OCC(=O)Nc1cccc(S(=O)(=O)NC2=NCCC2)c1	x	-1.1	-2	-2	1.1	0.5	x	x	-2.1
Cc1ccc(-n2c(O)c(C=Nc3ccc(S(=O)(=O)Nc4ncccn4)cc3)c3ccccc3c2=O)cc1C	x	-0.9	9	-3	-0.9	x	x	x	-0.6
CC1CC2(CCCC2)N(C(=O)c2ccccc2)Cc2ccccc21 (configuration not stated)	2	2.6	2	0	-2.6	-0.7	-4	-0.9	-1.9
COc1ccc(CC(NC(C)=O)C(=O)NC2CCN(C(=O)C3CC3)CC2)cc1OC (configuration not stated)	2	1.0	0	0	-1.6	x	-2	0.5	-0.2
COc1ccc(CNC(=O)CSCc2cccc(Cl)c2)cc1	0	3.6	0	7	-4.1	x	-3	-0.1	-3.6
CCCCOCCCNc1ncnc2c1[nH]c1ccccc12	2	-0.4	14	17	1.2	3.5	0	2.3	-0.8
O=C(CCS(=O)(=O)c1ccc2c(c1)NC(=O)CS2)NCc1cccs1	-2	0.6	2	14	0.6	1.0	-2	1.4	-0.4
Oc1ccc(/C(Cc2ccc3ccccc3n2)=N\Nc2ccccc2)c(O)c1	-10	0.9	-2	6	2.4	x	-12	-1.4	-1.6
COc1ccccc1CCNC(=O)CNC(=O)c1ccc2ccccc2c1	-2	0.5	0	-2	-1.0	0.2	-8	-3.0	0.8
Cc1ccc(N2C(=O)NC(NS(=O)(=O)c3ccccc3)(C(F)(F)F)C2=O)cc1 (configuration not stated)	-7	-0.5	3	6	-0.8	-2.6	-15	-1.5	0.1
O=C(O)CCC(=O)N1CCN(c2nc(-c3ccccc3)c3ccccc3n2)CC1	-6	4.6	13	11	-0.8	0.5	10	-2.0	-2.6
Cn1c(NCc2ccc(Cl)cc2)nc2ccccc21	0	-0.6	0	-1	-2.5	3.3	-1	-0.3	-5.7
O=C(CO/N=C/c1c(Cl)cccc1Cl)NNC(=O)c1cccc(Cl)c1	-7	0.2	0	-3	0.0	x	-10	-0.5	-0.5
O=c1n(Cc2ccccc2F)c2ccccc2n1Cc1ccccc1F	-1	0.4	-6	-5	-3.5	0.4	-16	0.1	-3.8
O=C(Cn1nc(-c2ccccc2)ccc1=O)NCc1ccc2c(c1)OCO2	1	0.0	1	11	-1.7	-1.6	0	-0.6	-3.5
O=C(c1cc(C2CC2)nn1-c1ccccc1)N1CCN(S(=O)(=O)c2ccc(F)cc2)CC1	-2	x	-1	1	x	-1.1	-1	-0.2	0.2
COc1ccc2oc(C(=O)N3CCN(S(=O)(=O)c4c(C)c(C)cc(C)c4C)CC3)c(C)c2c1	-7	1.1	-1	-1	x	1.0	-9	-0.5	-4.8
COc1ccc(C(=O)/C=C/Nc2ccc(C)cn2)cc1OC	1	1.6	7	16	4.8	0.2	2	0.0	-3.2
Further records follow:
SMILES	Anthrax LF inh2	PfHsp40 yeast	FBA Mtb inh	GDH-TPI counter	Mtb UGM inh	BioA inh	BoNT-F LC inh	BoNT A protease	FadD28 FP inh
Cc1c(O[C@@H]2O[C@H](CO)[C@@H](O)[C@H](O)[C@H]2O)ccc2c1oc(=O)c1ccccc12	-2	x	88*	14	-0.9	-0.8	35*	3.3	-1.9
CC(C)NC(=O)Nc1ccc2c(c1)C(=O)N([C@H](C)CO)C[C@H](C)[C@@H](CN(C)S(=O)(=O)c1ccccc1)O2	-6	-1.5	6	11	-2.8	3.0&3.9	7	0.5	1.2
O=c1[nH]c2cc3c(cc2cc1CN(CCc1ccccc1)Cc1nnnn1CC1CCCO1)OCO3 (configuration not stated)	0	-0.4	30*	26	-1.0	-2.2	1	1.1	-2.4
CC(=O)NNS(=O)(=O)c1ccc(-c2cc(C(F)(F)F)n(C)n2)s1	-10	-0.9	0	-13	-2.4	x	u	u	-4.1
CCN1C[C@@H]2[C@@H]3C(=O)N(C)C(=O)[C@@H]3[C@](CC)(C(=O)OC)N2C1=NCc1ccccc1	-5	-0.7	-2	3	x	-1.7	-4	-0.2	-3.6
Cc1cc(NS(=O)(=O)c2ccc(NC(=O)CCCOc3cccc(C)c3C)cc2)no1	-2	0.1	2	-1	2.4	-0.4	5	-1.0	-1.8
N#CCCN1CCN(C(=S)c2ccc(-c3cccc(Cl)c3)o2)CC1	0	1.9	-3	39*	-1.2	-0.7	5	2.0	-9.4
Cn1c(Sc2ccc(Cl)cc2)c(C=O)c2ccccc21	-2	2.8	2	9	0.7	1.2	-7	0.2	-2.7
COc1ccc(NC(=O)CCCSc2ccccc2)cc1	-1	1.6	5	2	-1.8	x	-3	0.5	0.0
COc1c(C)cc(C(O)c2ncc(-c3cccc(C(F)(F)F)c3)[nH]2)cc1C (configuration not stated)	-4	x	1	11	x	-1.2	-7	0.1	-2.5
O=C(COC(=O)C1CC(=O)N(C2CCCCC2)C1)c1ccc(F)cc1 (configuration not stated)	-6	-0.9	1	5	1.5	-0.7	3	0.5	0.4
COc1ccc(Cn2c(O)c(C=NCCN3CCOCC3)c(=O)[nH]c2=O)cc1	2	0.6	0	9	1.3	-0.7	6	0.0	0.5
CC(C)(C)n1nnnc1C(c1cccs1)N1CCC2(CC1)C(=O)NCN2c1ccccc1 (configuration not stated)	1	x	-3	x	x	5.8	-1	-0.5	-5.1
Cc1c(C(=O)OCC(=O)c2c(N)n(CC(C)C)c(=O)n(C)c2=O)oc2ccccc12	-3	-0.7	-9	8	0.7	-1.4	4	0.4	-4.9
COC(=O)/C(=C\c1c[nH]c2ccccc12)NC(C)=O	-1	0.8	1	39*	-2.7	1.7	0	0.9	-0.8
Cn1c(N)c(C(=O)COC(=O)C(Cc2ccccc2)NC(=O)c2ccccc2)c(=O)n(C)c1=O (configuration not stated)	-5	0.0	-3	-2	-1.0	x	0	-1.2	-1.7
CC1(C)NC(=O)N(CNc2cc(Cl)ccc2Cl)C1=O	-1	-0.1	5	-1	-2.3	0.8	16	0.4	-2.1

2 entries from above, set out differently.
smiles | Anthrax LF inh2 | PfHsp40 yeast | FBA Mtb inh | GDH-TPI counter | Mtb UGM inh | BioA inh | BoNT-F LC inh | BoNT A protease | FadD28 FP inh
O=C(CSc1nnc(-c2ccco2)n1-c1ccccc1Cl)Nc1cccc(C(=O)O)c1 | 0 | 0.2 | -2 | -12 | -0.3 | 1.5 | 4 | -0.9 | -4.0
O=C(NCc1ccccc1)c1cccc(S(=O)(=O)N2CCCCC2)c1 | 2 | -0.7 | 1 | -8 | -2.1 | -0.8 | 0 | -0.1 | -2.2
